Assay outcomes: PubChem, Broad Institute
FN deposit inh = inhibitors of fibronectin matrix deposition, primary screen, AH1F cells, Alexa488-fibronectin fluorescence, plate reader; AID 743247, 2014; inhibition, % at 12.6 µM; 0.086% of 350,000 active; AH1F fibroblasts, overnight;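 active = mean inhibition across replicates of 30% or more, regardless of how many single replicates reach that level; inconclusive = mean under 30% yet at least half of replicates reach 30%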;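 note: positive control wells lacked labelled fibronectin entirely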
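Material: AH1F fibroblast monolayer depositing Alexa488-labelled fibronectin into matrix / Amount: 10000 AH1F cells per well / Signal: fluorescence 485/525 nm / Medium: DMEM, 2% serum / Compound: single dose, pinned / Incubation: 1 h cell adhesion before compound, then overnight fibronectin incubation / Reagent: Alexa488-FN, 24 nM final / Read-out: inhibition of fibronectin deposition signal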
SIRT5 block = SIRT5 desuccinylase inhibitors, primary screen, biochemical, fluorescence imaging, single point, set 5; NAD-dependent protein deacylase sirtuin-5, mitochondrial (Homo sapiens), Q9NXA8; Purified SirT5, succinyl-peptide AMC, trypsin-coupled fluorescence; inhibition, % at 15 µM; 1.1% of 330,000 active; AID 652115, 2013; in the data active = inhibition above about 15%; inconclusive = no clear call, values can overlap the other calls
Target sequence (Q9NXA8 whole entry, looked up): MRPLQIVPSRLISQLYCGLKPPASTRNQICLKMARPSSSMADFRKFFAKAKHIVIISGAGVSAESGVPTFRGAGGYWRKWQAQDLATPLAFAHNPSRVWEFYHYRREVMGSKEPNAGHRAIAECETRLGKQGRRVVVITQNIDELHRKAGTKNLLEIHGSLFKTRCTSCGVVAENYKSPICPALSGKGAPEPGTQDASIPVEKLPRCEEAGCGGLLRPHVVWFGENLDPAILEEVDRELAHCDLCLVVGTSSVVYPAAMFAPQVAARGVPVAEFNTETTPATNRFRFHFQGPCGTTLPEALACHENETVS
CASP6 VEID inh = human caspase-6 inhibitors, primary screen, biochemical, VEID-R110 fluorescence, single point, set 2; purified caspase-6, Z-VEID-R110 cleavage fluorescence; inhibition, % at 12.5 µM; 0.53% of 350,000 active;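 active = mean inhibition across replicates at least about 35%, with every replicate also reaching that limit, limit read from the data; inconclusive = only one of the two criteria met; inactive = neither criterion met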;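 note: 0% = median of neutral control wells and 100% = no fluorescence left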
Target sequence (P55212 24-179 limits assumed): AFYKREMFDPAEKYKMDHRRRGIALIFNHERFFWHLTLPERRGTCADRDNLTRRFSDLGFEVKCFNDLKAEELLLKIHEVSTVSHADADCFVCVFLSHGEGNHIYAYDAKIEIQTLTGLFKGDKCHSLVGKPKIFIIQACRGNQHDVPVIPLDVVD
Target sequence (P55212 194-293 limits assumed): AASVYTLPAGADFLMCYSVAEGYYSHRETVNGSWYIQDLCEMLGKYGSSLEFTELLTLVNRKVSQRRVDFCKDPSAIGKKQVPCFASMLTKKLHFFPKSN
Statin myotox sup = suppressors of statin myotoxicity in C2C12 myotubes, primary screen, cell-based, single point, plate reader; 0.78% of 330,000 active; rescue of ATP level, % at 7.49 µM; AID 602340, 2012; C2C12 myotubes + simvastatin, ATP luminescence, 48 h; scaled: DMSO 0, geranylgeraniol control 100;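 active = mean ATP rescue above about 67%, or every replicate alone reaching that limit, limit read from the data, passing the limit was not always enough; inconclusive = no clear call, values can overlap the other calls; inactive = mean under the limit and some replicate under it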;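 note: myotubes were challenged with 10 µM simvastatin during compound exposure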
esBAF inh = Bmi1 luciferase reporter increase in mESCs, primary screen, esBAF inhibitor project, mouse ES cells, Bmi1 luciferase knock-in, single point; 24 h; 100% = twice the neutral-well signal; 2% of 350,000 active; AID 602393, 2012; reporter increase, % at 12.5 µM; in the data active = activation above about 40%; inconclusive = no clear call, values can overlap the other calls;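 note: 0% = median of the plate's neutral control wells and 100% = double that signal; a rise in the Bmi1 reporter signal indicates esBAF inhibition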
S100A4 inh HTS = inhibitors of S100A4-myosin IIA peptide binding, primary screen, biochemical, fluorescence polarization, TAMRA-MyoIIA peptide; inhibition, % at 10.7 µM; 0.14% of 360,000 active; Protein S100-A4 (Homo sapiens), P26447; AID 652163, 2013;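 active = mean inhibition of at least 70% across replicates, with every replicate also reaching that level; inconclusive = mean inhibition reaches 70% but some replicates fall short; inactive = mean inhibition below 70%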
Target sequence (P26447 whole entry, looked up): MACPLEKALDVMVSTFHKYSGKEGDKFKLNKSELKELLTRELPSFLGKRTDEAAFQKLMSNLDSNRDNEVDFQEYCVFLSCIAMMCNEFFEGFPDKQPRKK
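Assay system: human S100A4 monomer with TAMRA-labelled myosin IIA peptide / Buffer or medium: Calcium-containing HEPES buffer, pH 7.2 / Reagent: TAMRA-labelled myosin IIA heavy-chain peptide probe, 5 nM / Compound: one dose per compound / Timing: polarization read 5 min after assay mix addition, stable 5–60 min / Benchmarks: neutral control DMSO, positive control TFP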
LGR2 inh = inhibitors of bursicon-induced LGR2 CRE-luciferase signal, primary screen, cell-based, HEK293, CRE-luciferase reporter, bursicon stimulation; Drosophila bursicon receptor LGR2 (rickets); bursicon-stimulated, 4 h; inhibition, % at 9.99 µM; 0.35% of 380,000 active; AID 720647, 2013;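 active = drop in luminescence signal, shown as inhibition above about 50% in the replicate tests, limit read from the data, passing the limit was not always enough; inconclusive = probably only some replicates passing the limit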;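 note: agonist challenge used bursicon conditioned medium at about half maximal strength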
Numbers without * were called inactive; ? = inconclusive; · = not tested or not shown. Not all compounds are listed; count on the stated rates, not on these rows.

Structure	FN deposit inh	SIRT5 block	CASP6 VEID inh	Statin myotox sup	esBAF inh	S100A4 inh HTS	LGR2 inh
C[C@@H]1CCCCO[C@H](CN(C)C(=O)Nc2ccc(C(F)(F)F)cc2)[C@@H](C)CN([C@@H](C)CO)C(=O)c2cc(NC(=O)Nc3ccc(C(F)(F)F)cc3)ccc2O1	-6	·	·	·	-11	·	-2
O=C(c1cnn(-c2nc3ccccc3s2)c1)c1ccccc1O	·	·	·	-6	31	·	-44
COCCCNc1nc2c(c(=O)[nH]c(=O)n2C)n1CC(O)COc1ccccc1C (stereo not given)	0	·	-1	-1	4	-2	18
O=c1nc(SCc2cccc(C(F)(F)F)c2)nc2ccccn12	12	0	2	28	2	4	-15
C[C@@H]1CN([C@@H](C)CO)C(=O)Cc2cc(NC(=O)Cc3cn(C)c4ccccc34)ccc2O[C@@H]1CN(C)S(=O)(=O)c1ccc(Cl)cc1	·	·	·	?	8	·	2
O=C(OCc1cc(=O)n2ccsc2n1)C1(c2ccc(Cl)cc2)CC1	2	1	3	1	-3	0	-26
CSC1=NCCN1C(=O)Cc1cccc2ccccc12	-6	-1	-1	·	·	-2	0
CC(C)NC(=O)N[C@@H]1CC[C@H](CC(=O)NC2Cc3ccccc3C2)O[C@H]1CO	11	1	-2	-5	-3	-4	-3
C[C@@H]1CN([C@@H](C)CO)C(=O)CCCn2nncc2CO[C@H]1CN(C)C(=O)Nc1cccc(F)c1	-16	-3	-3	0	-3	-15	3
CSCC[C@H](NC(=O)c1cccnc1)c1nnc2ccccn12	-11	2	0	·	·	-1	-10
CS(=O)(=O)c1ccc(Cl)c(NC(=O)CSc2nnc3n2CCCCC3)c1	6	·	0	-4	6	6	12
CCCN1C(=O)/C(=C/c2ccccc2OCc2ccc(C(=O)O)cc2)NC1=S	0	2	7	-11	2	1	18
COc1ccc(NC(=O)c2c(C)nn(Cc3ccccc3)c2C)cc1S(=O)(=O)N(C)C	0	-1	-27	6	2	-3	5
Cc1cccc(C(=O)N/C(=C/c2ccco2)C(=O)N2CCCCCC2)c1	-2	11	7	3	1	-6	7
CCCCNC(=O)C1(C)CCCCN1C(=O)c1ccc(C)c(F)c1 (stereo not given)	6	·	-1	1	-1	-1	36

Ordered by heavy-atom count (smallest number first): some entries from above.
Structure	FN deposit inh	SIRT5 block	CASP6 VEID inh	Statin myotox sup	esBAF inh	S100A4 inh HTS	LGR2 inh
CSC1=NCCN1C(=O)Cc1cccc2ccccc12	-6	-1	-1	·	·	-2	0
O=C(c1cnn(-c2nc3ccccc3s2)c1)c1ccccc1O	·	·	·	-6	31	·	-44
O=C(OCc1cc(=O)n2ccsc2n1)C1(c2ccc(Cl)cc2)CC1	2	1	3	1	-3	0	-26
Cc1cccc(C(=O)N/C(=C/c2ccco2)C(=O)N2CCCCCC2)c1	-2	11	7	3	1	-6	7
CCCN1C(=O)/C(=C/c2ccccc2OCc2ccc(C(=O)O)cc2)NC1=S	0	2	7	-11	2	1	18
COCCCNc1nc2c(c(=O)[nH]c(=O)n2C)n1CC(O)COc1ccccc1C (stereo not given)	0	·	-1	-1	4	-2	18
COc1ccc(NC(=O)c2c(C)nn(Cc3ccccc3)c2C)cc1S(=O)(=O)N(C)C	0	-1	-27	6	2	-3	5
C[C@@H]1CN([C@@H](C)CO)C(=O)Cc2cc(NC(=O)Cc3cn(C)c4ccccc34)ccc2O[C@@H]1CN(C)S(=O)(=O)c1ccc(Cl)cc1	·	·	·	?	8	·	2
C[C@@H]1CCCCO[C@H](CN(C)C(=O)Nc2ccc(C(F)(F)F)cc2)[C@@H](C)CN([C@@H](C)CO)C(=O)c2cc(NC(=O)Nc3ccc(C(F)(F)F)cc3)ccc2O1	-6	·	·	·	-11	·	-2

Additional results:
Structure	FN deposit inh	SIRT5 block	CASP6 VEID inh	Statin myotox sup	esBAF inh	S100A4 inh HTS	LGR2 inh
O=C(CSc1nnc(-c2ccncc2)n1C1CCCCC1)Nc1ccccc1	7	·	·	-3	17	·	·
Cc1ccccc1/C=N/Nc1nc2ccccc2[nH]1	-6	·	-1	·	·	10	-59
C=CCc1cc(OC)ccc1OCCOCCN1CCc2ccccc2C1	2	-5	-4	·	·	-2	31
Cn1c(C(=O)N2CCC(C(=O)N3CCN(Cc4ccc5c(c4)OCO5)CC3)CC2)cc2sccc21	·	0	2	-8	7	13	22
C=CCC(=O)NC1CC(C)(C)Cc2c1cnn2-c1ccc(C)cc1 (stereo not given)	5	0	-2	16	20	-1	·
CCc1ccccc1S(=O)(=O)Cc1ccc(C(=O)NCc2cccs2)o1	0	0	-1	1	6	-7	6
C[C@H](CO)N1C[C@H](C)[C@H](CN(C)Cc2ccc(C(=O)Nc3ccccc3N)cc2)Oc2c(NC(=O)Nc3ccc4c(c3)OCO4)cccc2C1=O	3	·	0	-9	-15	18	9
COc1cc(NC(=O)COC(=O)CNC(=O)c2ccc(C)s2)cc(OC)c1	6	5	-9	·	·	0	6
COC(=O)C(NC(=O)c1ccccc1C(=O)O)c1ccc2ccccc2c1 (stereo not given)	7	-3	0	9	-9	-1	-3
COc1ccc(C2C(C(=O)N3CCN(C)CC3)c3ccccc3C(=O)N2C2CCCCC2)cc1 (stereo not given)	3	1	0	5	3	-1	·
CC1(C)C2CCC1(C)C(OC(=O)C[n+]1ccccc1)C2 (stereo not given)	4	-4	-18	·	·	50	2
C[C@@H]1CN([C@H](C)CO)S(=O)(=O)c2ccc(C#Cc3cccnc3)cc2O[C@@H]1CN(C)C(=O)CN(C)C	2	3	2	-10	-13	3	1
O=C(Nc1ccccc1Cl)c1ccc(S(=O)(=O)NCC2CCCO2)cc1 (stereo not given)	6	0	4	-1	-2	0	8
O=C(Cc1ccsc1)OCC(=O)c1ccccc1	-8	0	0	2	3	23	8
O=S(=O)(Nc1cc(Cl)ccc1-n1cncn1)c1cc(Br)ccc1Br	-5	-1	9	-136	-23	-4	18
CCc1ccc2nc3nc(C)cc(C)c3c(N)c2c1	·	-38	-2	-57	0	-5	16
COc1ccc(S(=O)(=O)Nc2ccc3c(c2)CC(=O)N([C@@H](C)CO)C[C@@H](C)[C@@H](CN(C)C(=O)NC2CCCCC2)O3)cc1	·	1	1	-2	-4	12	-24
C=CCNC(=S)NNC(=O)c1ccc(OCC)cc1	·	·	·	19	3	·	25
Cc1cccc(Nc2c3c(nc4ncnn24)CCC3)c1	-4	-5	0	·	·	4	-4
CCOC(=O)c1sc(NC(=O)CSc2nccn2C)nc1C	-1	16*	-2	1	33	0	-36
CCCOc1ccc(CN(CCO)CCO)cc1C(=O)OC	·	0	-4	-2	-8	-3	-10
COc1cc(CC(=O)OCC(=O)NCCc2ccc(S(N)(=O)=O)cc2)cc(OC)c1OC	0	-2	1	11	0	-28	14
C[C@@H]1CN([C@@H](C)CO)C(=O)c2c(c3ccccc3n2C)-c2ccccc2CO[C@@H]1CN(C)Cc1cccc(C(=O)O)c1	-16	-2	-2	-5	-3	-1	6
CN(CC(=O)Nc1cccc(F)c1)C(=O)C1(c2ccccc2)CC1	-2	0	-25	2	3	-29	-6
O=C(CNC(=O)c1ccc(Cl)cc1)OCCCOC(=O)CNC(=O)c1ccc(Cl)cc1	1	-1	-1	·	·	-4	-7
CN(Cc1cn(C)nc1-c1ccc(Oc2ccccc2)cc1)CC1COCCO1 (stereo not given)	-4	1	-1	5	6	-4	5
O=C(/C=C/c1ccc(Cl)cc1)NCCN1CCOCC1	0	·	·	11	-5	·	·
Cc1nc2ccc(C(=O)N3c4ccccc4N=C(c4ccc(C(F)(F)F)cc4)C3C(=O)NC(C)(C)C)cc2[nH]1 (stereo not given)	-4	·	7	·	·	0	-51
Cc1cc(C)c(NC(=O)CCc2c(C)noc2C)c(C)c1	10	1	3	0	-13	1	0
COc1ccccc1NC(c1cccnc1)c1ccc2cccnc2c1O (stereo not given)	9	0	-3	7	-4	-3	·
CC(C)Oc1ccc(S(=O)(=O)N2CCCCC2)cc1NC(=O)CC1OC(=O)c2ccccc21 (stereo not given)	-1	-1	-1	3	2	-1	9
CCN(CC)CCNC(=O)c1ccc(CS(=O)(=O)c2ccccc2C)o1	0	-6	-11	4	-9	1	-18
O=C(O)[C@@H]1CCCN1C(=O)CCc1c[nH]c2ccccc12	0	-7	2	-6	-4	4	13
Cc1ccc(SCC(=O)OCC(=O)N(C)CC(=O)Nc2ccc(F)cc2)cc1	-3	8	0	-18	4	2	2
CCOC(=S)N/C(=N\S(=O)(=O)c1ccc(C)cc1)c1ccccc1	·	0	0	-1	1	-7	3
CCc1ccc(NC(=O)CCc2nnc3ccc(N4CCC5(CC4)OCCO5)nn23)cc1	-5	0	0	0	-5	-2	4
CC(=O)NC[C@@H]1[C@@H](c2ccc(-c3cccnc3)cc2)[C@H](CO)N1C(=O)C1CCC1	-2	·	·	-9	6	·	-8
O=C(COC(=O)c1c(F)cccc1Cl)NC1CCCCC1	-3	-3	1	8	·	-3	-54
CCn1c(SCc2ccccc2Cl)nc2ccccc21	·	·	·	-20	57*	·	-57
C[C@@H]1CN([C@H](C)CO)S(=O)(=O)c2ccc(-c3ccc(C#N)cc3)cc2O[C@@H]1CN(C)C(=O)CN(C)C	-7	-1	3	-9	-2	-5	22
CC1Cc2ccccc2N1CC(=O)NCc1ccccc1Cl (stereo not given)	3	6	-2	-6	-4	-5	·
Cc1cc(O)c2c(c1)C(=O)c1cc(O)cc(O)c1C2=O	4	0	·	-6	6	-3	-21
O=C(Oc1ccc(C(=S)N2CCCCC2)cc1)c1ccccc1	-4	-2	0	·	·	-4	4
O=C(Cc1ccccc1)Nc1ccccc1N1CCN(c2ccccc2)CC1	·	0	5	41	-4	0	8
COc1ccc(NC(=O)CN(c2ccccc2C)S(C)(=O)=O)c(OC)c1	1	2	-1	18	6	-5	2
CC(=O)Nc1ccc(NC(=O)CSc2nnc(-c3cc(C)[nH]n3)n2N)cc1	12	0	1	15	-10	-2	-4
CCN(CC)CCn1c2c(c(SCC(=O)Nc3ccccc3Cl)nc1=O)CCC2	-6	-2	-3	1	1	-3	16
C=CCNC(=O)[C@H]1[C@@H]2C(=O)O[C@@H](c3ccccc3)[C@@H](c3ccccc3)N2[C@@H](c2ccccc2OCCO)[C@]12C(=O)N(C(=O)OCCOC)c1ccc(C#CC3(O)CCCCCC3)cc12	·	12	0	·	·	3	·
